12-hLO inh – qHTS Assay for Inhibitors of 12-hLO (12-human lipoxygenase); purified 12-hLO, xylenol orange hydroperoxide absorbance; Potency, µM (series often up to 57.1 µM), for inactives: at the top dose activity change, negative = inhibition, most hits filed as inhibitors; hit rate 0.12% among 150,000; AID 1452, 2008; further: potency means the concentration at half of the fitted maximal effect; nearly all actives have a fitted effect of over 55% in size; many of its hits are not listed in these tables
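Hydroperoxide output read as Fe(III)-xylenol orange absorbance, 573-to-405 nm ratio, after 30 min reaction with 40 uM arachidonic acid. Enzyme: 150 nM purified human 12hLO, 15 min compound preincubation; 25 mM Hepes pH 7.0, room temperature.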
PNC assembly inh – High Content Assay for Compounds that inhibit the Assembly of the Perinucleolar Compartment; PC3M PTB-GFP, PNC prevalence imaging, 16 h; active compounds read low; hit rate 3.1% among 140,000; activity change (PNC), negative = inhibition, % at 10 µM;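 active means readout at or below -70, meaning at least 70% loss of cells showing the perinucleolar compartment, a nuclear body marking cancer cells; inconclusive means readout between -30 and a set limit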;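 further: plate controls were DMSO wells for no effect and camptothecin positive control wells for full effect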
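PC3M cells stably expressing PTB-GFP, 750–1000 cells/well, treated 16 h at 37 °C with compound (23 nl of library stock), in duplicate. After paraformaldehyde fixation and Hoechst stain, imaged at 20x; PNC prevalence scored by image analysis.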
ALOX15B inhib – qHTS Assay for Inhibitors of 15-hLO-2 (15-human lipoxygenase 2); Polyunsaturated fatty acid lipoxygenase ALOX15B (Homo sapiens), O15296; Potency, µM (titrated, usually from 57.1 µM), for inactives: top-dose activity change, negative = inhibition, hits mostly inhibitors; hit rate 0.56% among 110,000; purified 15hLO-2, xylenol orange hydroperoxide absorbance; further: potency means the concentration at half of the fitted maximal effect; nearly all actives have a fitted effect of over 60% in size; many of its hits are not listed in these tables
Target sequence (O15296 whole entry, looked up): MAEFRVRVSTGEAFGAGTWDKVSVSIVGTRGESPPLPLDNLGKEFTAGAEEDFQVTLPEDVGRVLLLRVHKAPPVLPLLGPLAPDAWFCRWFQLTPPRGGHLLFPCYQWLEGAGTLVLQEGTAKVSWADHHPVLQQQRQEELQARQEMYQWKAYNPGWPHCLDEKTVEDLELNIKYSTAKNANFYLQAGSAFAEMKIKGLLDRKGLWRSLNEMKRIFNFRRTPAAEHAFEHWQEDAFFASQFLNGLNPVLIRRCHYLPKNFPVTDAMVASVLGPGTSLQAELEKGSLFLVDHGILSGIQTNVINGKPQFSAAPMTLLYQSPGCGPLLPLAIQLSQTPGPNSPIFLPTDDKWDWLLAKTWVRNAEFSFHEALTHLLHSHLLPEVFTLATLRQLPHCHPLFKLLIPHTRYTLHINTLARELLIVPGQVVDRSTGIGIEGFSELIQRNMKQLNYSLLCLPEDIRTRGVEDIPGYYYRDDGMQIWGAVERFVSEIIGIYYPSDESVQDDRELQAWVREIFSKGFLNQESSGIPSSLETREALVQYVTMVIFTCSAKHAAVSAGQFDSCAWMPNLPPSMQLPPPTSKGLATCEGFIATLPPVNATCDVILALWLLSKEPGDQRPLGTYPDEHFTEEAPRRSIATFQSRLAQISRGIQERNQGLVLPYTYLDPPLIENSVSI
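Enzyme 50 nM, AA 45 uM, 25 mM Hepes pH 7.5 + 0.01% Triton X-100; cpd preinc 15 min RT, rxn 90 min RT; stop/detect with 200 uM XO + 300 uM Fe(II) in 50 mM H2SO4, 30 min; A573/A405.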
IMPase cell inh – qHTS Assay for Identifying the Cell-Membrane Permeable IMPase Inhibitors | Inositol monophosphatase 1 (Rattus norvegicus), P97697 | CHO-M1 cells, IP1 accumulation, HTRF TR-FRET ratio | 120,000 tested, under 10 active | inhibition (IP1 accumulation), % at 46.1 µM; active means well fitted curve in the direction sought with a large enough effect in the signal ratio, not every such curve was filed as active; inconclusive means small, poorly fitted or top-dose-only effect, or a change in a side signal; inactive means no such curve, though single readings can be large or run the other way; the % refers to the signal ratio;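 further: cells stimulated with carbachol in lithium chloride buffer; plate controls were DMSO basal wells for no effect and reference inhibitor wells for full effect; higher means more IMPase inhibition seen as more IP1 and lower FRET ratio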
Target sequence (P97697 whole entry, looked up): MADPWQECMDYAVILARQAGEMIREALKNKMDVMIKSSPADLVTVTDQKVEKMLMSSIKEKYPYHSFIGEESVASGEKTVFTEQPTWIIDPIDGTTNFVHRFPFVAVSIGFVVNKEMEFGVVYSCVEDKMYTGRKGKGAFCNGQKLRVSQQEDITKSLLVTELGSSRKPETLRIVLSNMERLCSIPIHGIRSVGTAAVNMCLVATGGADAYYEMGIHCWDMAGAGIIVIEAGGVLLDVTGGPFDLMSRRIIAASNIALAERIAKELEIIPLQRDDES
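Measured: the HTRF emission ratio (665/620 nm) plus the 620 nm donor channel, each fitted to the Hill equation to give AC50. Cells were CHO-M1 given compounds up to 46 uM and a 30 min carbachol stimulation at 37C.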
An asterisk follows results filed as active; ? = inconclusive; · = no result given; [ ] = remark or other dose. Unless noted, the call rests on the fitted dose curve; in most records, active means well fitted curve in the direction sought with a large enough effect; inconclusive means small, poorly fitted or top-dose-only effect, or another doubt; inactive means no such curve, though single readings can be large; an effect the other way counts as inactive or inconclusive. Unless noted, on the % scale 0 is the no-effect control and ±100 the full control effect. A portion of the library; the hit share may differ from the screen's.

structure,12-hLO inh,PNC assembly inh,ALOX15B inhib,IMPase cell inh
CN(C)c1nc(SCc2ccccc2)nc(N2CCOCC2)n1,0%,46,·,7
CC1=C(C)[N+](=O)C2(O)CCCCC2(C)N1[O-] (stereo not given),-3%,?,-2%,4
CC1(C)CC(=O)C=C(NCC(=O)O)C1,-6%,-9,-6%,0
CCCCN(C)C(=O)c1coc(=O)c2ccccc12,-5%,0,0%,0
CC(C)Cn1c(-c2ccco2)n[nH]c1=S,6%,-8,4%,-1
COc1ccc(-c2nsc(SCC(=O)Nc3ccc4c(c3)OCO4)n2)cc1,12%,2,·,·
C=CCn1c(SCCCCCC)nc(O)cc1=O,9%,6,-3%,6
COc1cc2c(cc1OC)C(c1ccncc1)CC(=O)N2 (stereo not given),-4%,?,3%,15
CC(C)CC(COCc1cccc(Cl)c1)N1CCN(C(=O)c2cccc(C(F)(F)F)c2)CCC1=O (stereo not given),-2%,?,·,·
O=S(=O)(/C=C/c1ccccc1)N1CCN(c2ccc(F)cc2)CC1,-7%,15,3%,6
O=C1C2ON(c3ccccc3)C(c3ccncc3)C2C(=O)N1c1ccc(Br)cc1 (stereo not given),-2%,14,-5%,9
O=S1(=O)CCN2C=C(Br)C=C(Br)C2=N1,2%,?,9%,-1
CCOc1ccc(C(c2c(C)[nH][nH]c2=O)c2c(C)[nH][nH]c2=O)cc1OCC,0%,?,·,-5
Cc1ccc(-c2cc(C(F)F)n3ncc(C(=O)NCc4ccco4)c3n2)cc1,2%,2,-2%,6
Cc1cc(/C=N/n2cnnc2)c(C)n1-c1ccc2c(c1)OCO2,2%,?,-4%,5
COc1ccc(CCN2C(=O)CC(N3CCN(S(=O)(=O)c4ccccc4)CC3)C2=O)cc1 (stereo not given),0%,?,0%,-4
CCOC(=O)C1=C(C)N=C2SC(C(=O)OC)=CC(=O)N2C1c1cc(OC)c(OC)c(OC)c1 (stereo not given),-5%,?,·,-8
CC(C)CNC(=O)C1CC(=O)OC12CCCCC2 (stereo not given),1%,?,1%,-5
CCn1c(CC(=O)Nc2cccc(Cl)c2Cl)nnc1SCCOc1ccc(OC)cc1,-1%,8,13%,1
Cc1nc(SC(C(=O)c2ccccc2)c2ccccc2)nc2ccccc12 (stereo not given),1%,15,·,·
COC(=O)c1cc(NS(=O)(=O)c2ccc(OC)c(OC)c2)ccc1Cl,-5%,-10,-5%,-1
CC(C)n1c(NCc2ccc(N(C)C)cc2)nc2ccccc21,2%,?,·,5
CC(=O)NS(=O)(=O)c1ccc(N=c2ssc3c2-c2cc(C)c(C)cc2NC3(C)C)cc1,-1%,6,·,·
O=[N+]([O-])c1cn(-c2nc(-c3ccco3)cc(C(F)(F)F)n2)cn1,1%,14,-14%,3
C/C(=N\NC(=O)CSCc1ccc([N+](=O)[O-])cc1)c1ccccc1O,-11%,7,·,·
COc1c(C(=O)Nc2c(C)n(C)n(-c3ccccc3)c2=O)ccc2ccccc12,13%,?,1%,?
Cc1ccc(C(=O)Nc2ccc(S(=O)(=O)NCc3ccco3)cc2)cc1,-13%,-18,-2%,6
CC(=O)Nc1cccc(NC(=O)CSc2nc3ccccc3o2)c1,6%,32,·,·
Cc1cc(C)nc(N2C(=O)CC(Cc3ccccc3)C2=O)n1 (stereo not given),0%,-30,1%,2
CCCOc1ccc(/C(O)=C2/C(=O)C(=O)N(CCCOC)C2c2ccncc2)cc1 (stereo not given),1%,?,-5%,-7
O=C(CCN1CCCCC1)Nc1cccc(Cl)c1,-1%,4,10%,-2
C=CCNC1=C(Cl)C(=O)N(c2cccc(Cl)c2Cl)C1=O,-11%,-10,-8%,4
O=[N+]([O-])c1cccc(-n2nnnc2CN2CCCCCC2)c1,0%,-1,1%,6
N#Cc1ccc(CN2CC3(CCN(C(=O)c4cc(C(F)(F)F)cc(C(F)(F)F)c4)CC3)C2)cc1,0%,·,10%,·
CN(C)CCn1nnnc1SCC1=C(C(=O)O)N2C(=O)[C@@H](NC(=O)Cc3csc(N)n3)[C@@H]2SC1,-4%[25.6 µM],·,15%[25.6 µM],-2[20.6 µM]
COC(=O)c1cc(C#N)c(Oc2ccc(OC)cc2)nc1C,-1%,-12,2%,7
Clc1ccsc1-c1csc(-c2cccnc2)n1,1%,-26,9%,1
Oc1ccc(N=Cc2sc3ccccc3c2Cl)cc1,-29%,?,·,·
CCCc1cc(=O)[nH]c(SCC(=O)c2cc(C)n(CCC)c2C)n1,-24%,?,-9%,7
COc1ccc(NC(=O)c2ccc3ccccc3n2)cc1S(=O)(=O)Nc1ccccc1Cl,-1%,?,·,·
CCCCn1c(=N)n(CCOc2ccc(C)cc2)c2ccccc21,2%,41,·,·
CC1CC(C)CN(c2oc(-c3ccco3)nc2C#N)C1 (stereo not given),7%,9,·,-5
O=C(CSc1nnnn1C1CCCCC1)N1CCc2ccccc21,-1%,-23,-6%,-1
COCCNC(=O)C(=O)Nc1cccc(Br)c1,-4%,27,7%,-3
Cc1ccc(OCC(=O)NC(=S)Nc2cccc(NC(=O)c3ccccc3)c2)cc1,1%,?,·,·
CCc1nnc(NC(=O)c2ccc3c(c2)C(=O)N(CC(C)C)C3=O)s1,1%,17,·,2
CC(C)N(C(=S)Nc1cc(S(=O)(=O)N2CCOCC2)ccc1Cl)c1ccccc1,-1%,?,·,-7
O=C1C(C=NCc2ccco2)=C(O)c2ccccc21,-11%,-14,-7%,-4
CCn1c(SCC(=O)Nc2ccccc2)nnc1C1CCCCC1,9%,?,·,6
O=C(Nc1cccc(NC(=O)c2ccccc2[N+](=O)[O-])n1)c1ccccc1[N+](=O)[O-],-5%,16,-8%,-1
O=C(Nc1nnc(-c2ccco2)s1)C1CCN(S(=O)(=O)c2ccc(Cl)cc2)CC1,-10%,23,-19%,-4
Cc1cc(C)c(C(=O)COC(=O)c2cccc(S(=O)(=O)NCc3ccccc3)c2)cc1C,2%,11,·,·
Cc1cc[n+]2cc(-c3cccc([N+](=O)[O-])c3)c(-c3cccc([N+](=O)[O-])c3)cc2c1,3%,13,·,·
COc1ccccc1C1(O)CCN(CC(=O)Nc2c(C)nn(C)c2C)CC1,1%,-26,-4%,-3
Cn1cccc1C1NC(=O)c2c(sc3c2CCC(C(C)(C)C)C3)N1 (stereo not given),-10%,?,-25%,-1
CC1=C(C(=O)Nc2ccccc2C)C(c2ccc(C)o2)N2C(=O)CSC2=N1 (stereo not given),8%,?,0%,-12

(next part)
structure,12-hLO inh,PNC assembly inh,ALOX15B inhib,IMPase cell inh
CCc1nc(OCc2ccccc2)c2sc3nc4c(cc3c2n1)COC(C)(C)C4,0%,?,1%,4
CCCCCCCCCCCCCCCCO,-3%[0.00818 µM],·,14%[0.0915 µM],·
COC(=O)C1CCN(C(=O)NC(C)(C)C)CC1,4%,22,5%,-3
Cc1ccccc1NC(=O)CSc1nc2ccccc2c2nc(CCn3cncc3C)nn12,2%,-8,·,·
N#CC(C(=O)NCCc1ccccc1)c1nc2ccccc2nc1N1CCCCC1 (stereo not given),-5%,15,-7%,-2
O=C(NCC1c2ccccc2CCN1C(=O)CN1CCOCC1)C1CCCCC1 (stereo not given),0%,41,-2%,?
COc1cccc2c1OC1(C)CC2NC(=O)N1Cc1ccccc1 (stereo not given),2%,?,1%,-6
CN(C)CCNC(=O)Nc1ccc(Cl)c(Cl)c1,1%,7,24%,-13
Cn1cc(C(=O)NCC2COc3ccccc3O2)c(=O)c2cc(S(=O)(=O)N3CCCCC3)ccc21 (stereo not given),5%,48,-4%,-6
COc1ccc(O)c(CN2CCN(C/C=C/c3ccccc3)CC2)c1,6%,-25,38%[activator],11
CCCCc1ccc(-c2csc(/C(C#N)=C\c3ccco3)n2)cc1,-5%,-111*,·,·
COc1ccc(-n2c(SCC(=O)Nc3nccs3)nnc2-c2ccoc2C)cc1,2%,-7,4%,2
CC(=O)Nc1c(C(=O)O)[nH]c2ccccc12,2%,?,-1%,-4
Oc1c(C(Nc2nc3ccccc3s2)c2ccco2)ccc2cccnc12 (stereo not given),-14%,10,22%,1
COc1ccc(C(=O)Nc2nncs2)cc1S(=O)(=O)N1CC(c2ccccc2)CC1=O (stereo not given),6%,0,-4%,1
CC(=O)Oc1cccc(N2C(=O)C3C(C2=O)C2C=CC3C23CC3)c1 (stereo not given),-4%,-7,-7%,-3
COc1ccc2c(c1OC)C(=O)N(c1cccc(C)c1)C2=O,-4%,-1,2%,?
Cc1cc(C(F)(F)F)nn1Cc1n[nH]c(=S)n1-c1ccc(F)cc1,1%,18,·,·
Cc1ccc(Cn2c(=N)n(CC(=O)c3ccc([N+](=O)[O-])cc3)c3ccccc32)cc1,-2%,-5,·,6
N#Cc1c(NC(=O)c2cnccn2)sc2c1CCCC2,1%,7,·,·
O=C(NCCN1CCOCC1)c1ccc2c(c1)N(Cc1ccccc1F)C(=O)CS2,6%,112,-2%,18
Cc1cc(C)c2nc(SCC(=O)N3CCCCC3)c(C#N)cc2c1,10%,-9,-6%,6
Cc1cc2nc(C3CCCN(C(=S)Nc4ccccc4)C3)[nH]c2cc1C (stereo not given),-1%,-9,4%,2
CCOC(=O)c1ccc(NC(=O)CSc2nnc(COc3ccccc3OC)n2CC)cc1,-2%,18,0%,3
O=S(=O)(Nc1nc2ccccc2nc1Nc1ccc2c(c1)OCO2)c1ccc(F)cc1,0%,-84*,·,-8
NC(=O)Cc1ccc(Nc2nnc(-c3ccc(O)cc3)c3ccccc23)cc1,2%,57,·,-21
O=C1CC(c2cccs2)c2cc3c(cc2N1)OCO3 (stereo not given),-9%,43,-15%,?
Cc1cccc(C)c1NC(=O)CCS(=O)(=O)c1cccc2nsnc12,-1%,32,-25%,0
Cc1ccc(-n2ncc3c(NNC(=O)Cc4ccccc4)ncnc32)cc1,2%,-22,·,·
O=c1[nH]c(Nc2nc3ccccc3o2)nc2c1CCCC2,-5%,22,50%[activator],3

Random excerpt: 4 records from the list
structure,12-hLO inh,PNC assembly inh,ALOX15B inhib,IMPase cell inh
O=S(=O)(Nc1nc2ccccc2nc1Nc1ccc2c(c1)OCO2)c1ccc(F)cc1,0%,-84*,·,-8
Cc1cccc(C)c1NC(=O)CCS(=O)(=O)c1cccc2nsnc12,-1%,32,-25%,0
O=c1[nH]c(Nc2nc3ccccc3o2)nc2c1CCCC2,-5%,22,50%[activator],3
Cc1ccc(-n2ncc3c(NNC(=O)Cc4ccccc4)ncnc32)cc1,2%,-22,·,·
